HCMV antiviral – qHTS Assay for inhibitors of the human cytomegalovirus (HCMV). HFF cells, HCMV-luciferase reporter, 72 h; stronger effect = lower value. activity change, negative = inhibition, % at 57.5 µM. 410,000 tested, 4.5% active; in the data active = activity change below about -60%; inconclusive = no clear call, values can overlap the other calls; inactive = above about -39%; note: % is set by controls: 0 for no effect and ±100 for the full control effect
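Inhibition of viral replication was scored as loss of reporter luminescence in HFFs infected with HCMV-luciferase (MOI 1 PFU/cell) for 72 h; compounds tested at 2 doses, normalized to buffer and Salinomycin controls.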
Shiga inhibitor – A qHTS for Small Molecule Inhibitors of Shiga Toxin; 290,000 tested, 9.2% active; inhibition, % at 38.7 µM; Vero cells, Shiga toxin protein synthesis inhibition reporter; in the data active = inhibition mostly above about 28%, no sharp cut-off; inactive = mostly below about 43%; note: 0% is about no effect
AmpC detergent – qHTS Inhibitors of AmpC Beta-Lactamase (assay with detergent). 370,000 tested, 0.041% active. Potency, µM (doses to about 114 µM), inactives show top-dose activity change, negative = inhibition, actives largely listed as inhibitors. P00811. AmpC hydrolysis of nitrocefin, absorbance 480 nm, 0.01% Triton. AID 485294, 2010;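 note: potency is the fitted concentration of half-maximal effect; 0% = no-compound wells and -100% = no-enzyme wells; nearly all actives have a fitted effect of over 25% in size; some results filed as inactive show a strong effect at the top dose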
Target sequence (P00811 whole entry, looked up): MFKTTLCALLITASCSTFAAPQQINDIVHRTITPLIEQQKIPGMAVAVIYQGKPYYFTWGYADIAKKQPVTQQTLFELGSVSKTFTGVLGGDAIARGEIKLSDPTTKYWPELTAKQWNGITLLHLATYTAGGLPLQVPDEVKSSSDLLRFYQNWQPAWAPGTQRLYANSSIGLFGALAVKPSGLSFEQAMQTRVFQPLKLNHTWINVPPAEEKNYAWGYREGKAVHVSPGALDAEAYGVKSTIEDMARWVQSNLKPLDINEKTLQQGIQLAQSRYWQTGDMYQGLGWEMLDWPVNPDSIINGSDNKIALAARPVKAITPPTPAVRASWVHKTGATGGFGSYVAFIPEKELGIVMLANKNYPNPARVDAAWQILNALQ
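20 mM phosphate pH 7.0 + 0.01% (detergent screen) or 0.0001% Triton X-100; 5.3 nM AmpC reagent; cpd preinc 15 min RT; nitrocefin (800 uM stock) to start; A480 q20 s × 4 min; Activity was normalised to no-enzyme and no-compound control wells.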
CHX counter – Cycloheximide Counterscreen for Small Molecule Inhibitors of Shiga Toxin | max response, % | cell reporter, cycloheximide protein synthesis inhibition counterscreen | 300,000 tested, 12% active; in the data active = max response mostly above about 13%, no sharp cut-off; inactive = mostly below about 14%; note: read at 38.3 µM for the half of the compounds with a filed dose; 0% is about no effect
Giardia FBPA inh – qHTS Assay for Inhibitors of Fructose-1,6-bisphosphate Aldolase from Giardia Lamblia; Potency, µM (highest dose often 59.6 µM), without a hit: top-dose activity, negative = inhibition, hits mostly inhibitors; AID 2451, 2010; 290,000 tested, 0.71% active; A8B2U2; purified Giardia FBPA; note: potency is the fitted concentration of half-maximal effect; % is set by controls: 0 for no effect and ±100 for the full control effect; nearly all actives have a fitted effect of over 55% in size
Target sequence (A8B2U2 whole entry, looked up): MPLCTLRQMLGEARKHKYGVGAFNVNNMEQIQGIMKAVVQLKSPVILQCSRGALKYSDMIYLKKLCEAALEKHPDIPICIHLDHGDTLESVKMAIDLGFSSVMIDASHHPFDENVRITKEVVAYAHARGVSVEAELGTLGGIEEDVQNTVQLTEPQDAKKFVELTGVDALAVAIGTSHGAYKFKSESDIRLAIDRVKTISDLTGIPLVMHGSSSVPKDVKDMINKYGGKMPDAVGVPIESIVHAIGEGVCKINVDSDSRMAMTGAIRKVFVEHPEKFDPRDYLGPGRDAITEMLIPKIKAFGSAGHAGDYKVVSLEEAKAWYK
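40 nM FBPA preincubated 10 min at RT with compound (up to 57.5 uM final), then substrate plus GAPDH/TPI/NAD/arsenate coupling and diaphorase/resazurin added. Fluorescence read after 20 min at RT, 525/598 nm.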
AMA1 RON2 block – qHTS for Inhibitors of AMA1-RON; Towards Development of Antimalarial Drug Lead: Primary Screen | 360,000 tested, 0.2% active | AlphaScreen AMA1-biotinylated RON2 peptide binding | Potency, µM (highest dose often 58.2 µM), without a hit: at the top dose activity change, negative = inhibition, hits mostly inhibitors | Plasmodium falciparum AMA1 (3D7) - RON2 peptide interaction;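 note: potency is the fitted concentration of half-maximal effect; 0% = vehicle wells and -100% = peptide control; nearly all actives have a fitted effect of over 45% in size; some results filed as inactive show a strong effect at the top dose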
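AMA1 (3D7) with his tag at 25 nM final met compounds first, then biotinylated RON2 peptide at 25 nM; detection used donor plus acceptor beads, 10 µg/mL apiece, read by AlphaScreen after 30 min at room temperature.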
AmpC inh no detg – qHTS Inhibitors of AmpC Beta-Lactamase (assay without detergent); P00811; AmpC nitrocefin hydrolysis, absorbance 480 nm, 0.0001% Triton; Potency, µM (titrated, usually from 57.1 µM), inactives show top-dose activity change, negative = inhibition, actives largely listed as inhibitors; 330,000 tested, 0.52% active;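 note: potency is the fitted concentration of half-maximal effect; plate controls were no compound for no effect and no enzyme for full effect; nearly all actives have a fitted effect of over 20% in size; some results filed as inactive show a strong effect at the top dose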
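AmpC (5.3 nM in the dispensed reagent) in 20 mM phosphate pH 7.0 with 0.01% (detergent screen) or 0.0001% Triton X-100 was preincubated with compounds for 15 min at room temperature. Nitrocefin was then added from an 800 uM solution, and hydrolysis was followed at 480 nm.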
Numbers without * were called inactive; ? = inconclusive; . = not tested or not shown; & = joins results of further samples; [ ] = remark or other dose. Unless noted, calls come from the whole dose curve; as a rule, active = well fitted curve in the direction sought with a large enough effect; inconclusive = small, poorly fitted or top-dose-only effect, or another doubt; inactive = no such curve, though single readings can be large; an effect the other way counts as inactive or inconclusive. Compounds were not picked by outcome; any-hit rate near 16%.

SMILES | AmpC detergent | HCMV antiviral | Shiga inhibitor | Giardia FBPA inh | AMA1 RON2 block | CHX counter | AmpC inh no detg
Cc1cnc(CNC(=O)CC2C(=O)NCCN2Cc2cccc(F)c2F)cn1 (stereo not given) | 4% | 26 | -8 | -23% | 80%[activator] | 3 | -2%
O=C1COc2ccc(C(=O)COC(=O)c3ncc(Cl)c(Cl)c3Cl)cc2N1 | -18% | 5 | . | . | 0% | . | -7%
O=C(Nc1ccc2c(c1)OCCO2)N1CCN(Cc2ccccc2)CC1 | -1% | -6 | 61* | 1% | -15% | 38* | -4%
Fc1ccc(CSc2ccc(-c3ccc4c(c3)OCO4)nn2)cc1 | -6% | -32 | 6 | -2% | -8% | 11* | -21%
CC(=O)NCCCC(=O)NNC1CC(=O)N(c2cccc(Cl)c2)C1=O (stereo not given) | 6% | 18 | -5 | 4% | 16% | -3 | -27%
CCCCCC(=O)Nc1cc(S(=O)(=O)N2CCOCC2)ccc1Oc1ccc(OCC)cc1 | ? | ? | . | . | -11% | . | ?
O=C(CSc1nnnn1-c1cccc(C(=O)O)c1)NC(c1ccccc1)c1ccccc1 | 3% | ? | 12 | 7% | -22% | -5 | 16%
CC(NC(=O)c1cc(COc2c(F)cccc2F)on1)c1cnn(-c2ccccc2)c1 (stereo not given) | -1% | 3 | 76* | -6% | -7% | 25* | -6%
COc1ccccc1NC(=O)NNC(=O)c1ccc(-c2ccccc2)cc1 | 5% | 13 | -3 | 2% | 46%[activator] | 1 | -43%
CCn1nc(NS(=O)(=O)c2ccc(NC(C)=O)cc2)c2cc3cccc(C)c3nc21 | 0% | 19 | -13 | . | -4% | -9 | -19%
CCc1ccc(/C=N/NC(=O)c2ccc(OC3CCCC3)cc2)s1 | 1% | ? | -6 | 2% | 94%[activator] | 12 | -46%
Cc1ccc(CSc2nc3c(c(SCC(=O)O)n2)CCCC3)cc1 | 2% | -34 | -8 | ? | -7% | -3 | -25%
Cc1cc(C)n(-c2ccc3cccc(NS(C)(=O)=O)c3n2)n1 | -13% | 7 | 26 | -13% | 93%[activator] | -5 | -15%
N#Cc1nc(N2CCCC2)nc(N2CCCC2)n1 | -14% | ? | -9 | 8% | 7% | -4 | -16%
C=CCn1c(Br)nc2c1c(=O)[nH]c(=O)n2C | -2% | 28 | -17 | 5% | -5% | -2 | -14%
CSc1nnc(NC(=O)C23CC4CC(CC(C4)C2)C3)s1 | 1% | 0 | 23 | 12% | -6% | 36* | -21%
Cc1nn(Cc2ccccc2)c(Cl)c1C(=O)OC1CCOC1=O (stereo not given) | -10% | -33 | -17 | 5% | 12% | 5 | -4%
COC(=O)C1=C(C)NC(=S)NC1/C=C/c1ccccc1 (stereo not given) | -7% | ? | -12 | 5% | -8% | 0 | -22%
Cc1sc(Cc2nc(O)cs2)nc1-c1ccccc1 | 0% | -33 | -11 | ? | 19% | -3 | -17%
CCn1c(SCC(=O)NCC2CCCO2)nc2cc(S(=O)(=O)N3CCCCC3)ccc21 (stereo not given) | -8% | -1 | -4 | 2% | 8% | -3 | 51%
Cc1cccc(N2CCN(C(=O)c3c(-c4ccccc4)noc3C)CC2)c1C | -5% | -12 | -27 | . | -9% | 1 | 99%[activator]
CN(CC(=O)Nc1ccc(OC(F)(F)F)cc1)C(=O)Cc1c(Cl)cccc1Cl | -12% | -16 | 10 | 6% | -7% | 4 | 11%
COc1cc(C(=O)OCC(=O)NCC2CCCO2)cc(OC)c1OC (stereo not given) | . | 0 | . | . | -3% | . | -10%
CC(C)N(Cc1cnn(C)c1)Cc1nc(COc2ccccc2)no1 | -3% | 47 | -11 | 0% | -5% | -5 | 176%[activator]
C1=C(CCNCC2CCCCC2)CCCC1 | -2% | -7 | -17 | 7% | -6% | -5 | -9%
Cc1c(NC(=S)N/C(=N/S(=O)(=O)c2ccc(Cl)cc2)c2ccccc2)c(=O)n(-c2ccccc2)n1C | 14% | 0 | 8 | -2% | -7% | 1 | -21%
Cc1cccc(Cc2c(C)nc3c(C(=O)NCc4ccco4)cnn3c2C)c1 | 0% | -32 | 17 | 14% | -29% | 6 | 48%
CCN(C(=O)COC(=O)CCc1ccccc1OC)c1c(N)n(Cc2ccccc2)c(=O)[nH]c1=O | -7% | -29 | . | . | 9% | . | 14%
COc1ccc(OC)c(NC(=O)CC2SC(=Nc3ccc(F)cc3)N(CCC3=CCCCC3)C2=O)c1 (stereo not given) | ? | 2 | -1 | -18% | -27% | 13* | -41%
CCSc1nc2sc3c(c2c(=O)[nH]1)CC(C)(C)OC3 | -1% | 20 | 4 | ? | -2% | 1 | -19%

Single records, as listed above.
C1=C(CCNCC2CCCCC2)CCCC1 is entered as AmpC detergent = -2%; HCMV antiviral = -7; Shiga inhibitor = -17; Giardia FBPA inh = 7%; AMA1 RON2 block = -6%; CHX counter = -5; AmpC inh no detg = -9%
Cc1nn(Cc2ccccc2)c(Cl)c1C(=O)OC1CCOC1=O (stereo not given) is entered as AmpC detergent = -10%; HCMV antiviral = -33; Shiga inhibitor = -17; Giardia FBPA inh = 5%; AMA1 RON2 block = 12%; CHX counter = 5; AmpC inh no detg = -4%

Going on with the list:
SMILES | AmpC detergent | HCMV antiviral | Shiga inhibitor | Giardia FBPA inh | AMA1 RON2 block | CHX counter | AmpC inh no detg
CC(C)NC(=O)N(C)C[C@H]1Oc2c(NC(=O)Nc3ccccc3)cccc2C(=O)N([C@H](C)CO)C[C@@H]1C | . | 0 | . | . | -4% | . | 59%
Nc1c(S(=O)(=O)O)cc(Nc2ccc(Cl)cc2)c2c1C(=O)c1ccccc1C2=O | . | . | -17 | -9% | . | -9 | .
CCOC(=O)NC(NCCc1ccccc1)(C(F)(F)F)C(F)(F)F | 0% | -36 | -7 | 2% | 0% | 3 | 5%
CN1CCSc2ccc(C(=O)NCc3ccccc3F)cc21 | ? | 3&22 | 35* | -13% | ? | 28* | -40%
CCN(CC(=O)Nc1ccccc1C(F)(F)F)C(=O)Cc1sc(C)nc1-c1ccc(F)cc1 | 0% | -34 | . | . | -14% | . | 66%[activator]
CCCCn1c(N)c(N(CC(C)C)C(=O)CCS(=O)(=O)c2ccc(C)cc2)c(=O)[nH]c1=O | 1% | 5 | . | . | -23% | . | -9%
CCc1nnc(NC(=O)CN2CCN(S(C)(=O)=O)CC2)s1 | -11% | 18 | -18 | ? | 36%[activator] | -5 | -9%
Fc1ccc(-c2nnc(-c3ccc(Cl)cc3)o2)cc1 | -11% | 54 | 46* | 3% | 16% | 18* | -4%
O=C(Cn1cnc2c(NCc3ccccc3)ncnc21)NCc1ccc2[nH]ccc2c1 | . | -5 | . | . | 0% | . | -20%
COC(=O)C1=C(c2ccc(-c3ccccc3)c(F)c2)C[C@@H]2CC[C@H]1N2C(=O)NCCOc1ccc(OC)cc1 | 1% | 67 | . | . | -26% | . | 15%
Nc1c(C(=O)NCc2ccc3c(c2)OCO3)nnn1Cc1cccc(F)c1 | -3% | -37 | 3 | 0% | -9% | 1 | -18%
COc1ccc(CC(=O)NN2C(=O)c3ccccc3C2=O)cc1 | -3% | 22 | -8 | 3% | 3% | -3 | -33%
O=C(Cc1csc(-c2ccccc2)n1)NCc1ccccc1F | -5% | 13 | 21 | -3% | . | 6 | -32%
CC(C)C[C@H](NC(=O)C1CC(=O)N(c2ccc(F)cc2)C1)C(=O)N1CCCCC1 (stereo not given in full) | ? | 10 | -4 | 5% | -4% | -1 | 6%
O=C(c1ccco1)N1CCN(S(=O)(=O)Cc2ccccc2Cl)CC1 | -11% | -15 | 16 | 6% | 5% | 6 | -9%[2.29 µM]
COc1ccc(NC(=O)c2cc(-c3cccs3)on2)c(OC)c1 | 3% | 13 | 7 | -1% | 1% | -7 | -9%
CCCn1c(=O)c2c(nc3n2CCCN3CCc2ccc(OC)c(OC)c2)n(C)c1=O | -13% | -14 | -19 | 1% | -4% | 1 | 38%
CCCCCN1C=CC(=C2C(=O)c3ccccc3C2=O)C=C1 | 1% | -90* | -33 | 0% | -5% | -15 | 0%
O=C(CCNS(=O)(=O)c1cccc2nonc12)NCc1cccs1 | -3% | -11 | -16 | 0% | 3% | -1 | -28%
COC(=O)c1c(-c2ccc(C)cc2)csc1NC(=O)c1c(-c2ccccc2)noc1C | -8% | -71* | -2 | 0% | . | 2 | -30%
COC(=O)c1ccc(C(=O)NN)cc1 | -10% | 28 | 29 | 2% | 46%[activator] | 13 | -5%
O=S(=O)(CCc1nc2ccccc2o1)c1ccc2ccccc2c1 | -5% | 2 | -25 | -6% | 1% | -5 | -20%
Cc1ccccc1OCC(=O)OCC(=O)N1CCc2ccccc21 | ? | 9 | . | . | -4% | . | 68%[activator]
Cn1c(=O)c2c(SCC(=O)NCC3CCCO3)nc(CC(C)(C)C)nc2n(C)c1=O (stereo not given) | -7% | ? | -8 | 10% | -13% | 1 | 17%
O=C(Nc1cccc(S(=O)(=O)N2CCOCC2)c1)[C@@H]1CCCN1S(=O)(=O)c1ccc(Cl)cc1 | -2% | -12 | -10 | -4% | -8% | 1 | 14%
N#CCSc1nnc(CNc2cccc(Cl)c2)o1 | -13% | 2 | -17 | 2% | -1% | -2 | -9%
C=CCN=C(SCC(=O)c1ccc(Cl)cc1)c1c(O)n(C)c(=O)n(C)c1=O | 3% | 28 | 12 | -7% | 57%[activator] | -3 | 20%
O=C(NCc1ccccc1)c1ccc(CN2CCC(Cc3ccccc3)CC2)cc1 | 7% | -24 | -1 | 0% | -11% | -4 | 46%
CS(=O)(=O)c1ccc(C(=O)Nc2ccc(S(=O)(=O)N3CCCCC3)cc2)cc1 | 0% | -28 | . | . | 11% | . | -4%
O=C(Cn1ncc2c3ccccc3n(Cc3ccccc3)c2c1=O)NCCCN1CCCC1 | 2% | ? | -3 | . | 5% | -1 | 110%[activator]
CCCCC(NC(=O)c1ccc(C#N)cc1)C(=O)NCCC (stereo not given) | -1% | -19 | . | . | 6% | . | -17%
O=C(Nc1nc2ccccc2c(=O)s1)c1ccco1 | 7% | 54 | 5 | -1% | -5% | -2 | -21%
Cc1ccc(Cc2nc(-c3cccnc3)no2)cc1 | ? | 4 | 111* | 4% | 7% | 34* | 0%
O=C(O)CCS(=O)(=O)c1nc(-c2cccs2)cc(C(F)(F)F)n1 | -6% | -13 | -22 | 2% | 8% | -4 | -8%
CCOC(=O)CNC(=S)N(CCCN1CCCC1)Cc1cccs1 | 4% | -20 | 20 | 3% | -13% | -4 | -7%
O=C(Nc1ccon1)Nc1cc(Cl)ccc1Cl | 6% | -31 | -2 | -3% | 25% | 7 | -42%
